# proKLK7 act: activators of human kallikrein-7 zymogen; P49862; purified proKLK7, EDANS-DABCYL substrate fluorescence; 100% is mature enzyme control, 0% vehicle; activation, % at 7 µM; 370,000 compounds, 0.9% hits; AID 652039;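 active = activation above the mean of all tested compounds plus 3 SD, computed per campaign excluding outliers beyond control limits, cut at about 13% in these data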
# DDE Tn6 FP inh: DD(E)-Tn6 binding inhibition, primary FP screen. Fibrin DD(E) TRITC-Tn6 fluorescence polarization displacement. inhibition, % at 8.3 µM. 370,000 compounds, 0.21% hits. AID 720509;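 active = inhibition above a per-campaign cutoff: mean of compounds within control limits plus 3 SD, cut at about 15% in these data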;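 note: 0% = median of all compound wells on the plate and 100% = blocking peptide control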
# Target sequence (P02675 whole entry, looked up): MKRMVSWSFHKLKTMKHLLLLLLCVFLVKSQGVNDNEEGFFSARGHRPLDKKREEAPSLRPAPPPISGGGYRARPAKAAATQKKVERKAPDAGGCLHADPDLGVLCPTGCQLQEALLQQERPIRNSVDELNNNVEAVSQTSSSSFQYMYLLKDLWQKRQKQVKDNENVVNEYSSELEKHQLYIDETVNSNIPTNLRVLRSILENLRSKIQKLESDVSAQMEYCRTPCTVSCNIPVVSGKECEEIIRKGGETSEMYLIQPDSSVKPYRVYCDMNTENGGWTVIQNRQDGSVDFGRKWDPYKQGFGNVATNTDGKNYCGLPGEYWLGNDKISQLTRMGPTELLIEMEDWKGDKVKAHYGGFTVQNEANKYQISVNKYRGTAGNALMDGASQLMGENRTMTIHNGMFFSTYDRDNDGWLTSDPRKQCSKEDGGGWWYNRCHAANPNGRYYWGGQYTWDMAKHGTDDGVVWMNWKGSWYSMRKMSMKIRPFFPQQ
# DDE Tn7 FP inh: disrupts Tn7 cyclic peptide binding to fibrin D-Dimer-E complex; FP displacement of FITC-Tn7 peptide from fibrin DD(E); 0% = median of compound wells per plate; P02675; inhibition, % at 8.3 µM; 370,000 compounds, 0.13% hits;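 active = inhibition above the mean of compounds falling within the control limits plus 3 SD of them, cut at about 14% in these data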;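 note: 0% = plate median of compound wells and 100% = 10 µM Aha-Tn7 peptide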
#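 Assay system: Human clot-derived fibrin DD(E) complex | Buffer or medium: Tris/NaCl/CaCl2 buffer, pH 7.8 | Repeats: One replicate per compound | Benchmarks: Aha-Tn7 high control | Measure: % inhibition scaled between sample-field median and high-control FP | Schedule: 10 min plus 3 h, room temperature | Signal: Fluorescence polarization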
# PLCb3 inh: inhibitors of human phospholipase C beta3; Purified PLC-beta3, fluorogenic substrate, fluorescence; AID 720704; 370,000 compounds, 0.18% hits; inhibition, % at 12.2 µM; in the data active = inhibition above about 11%;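 note: 0% = median of compound wells on plate and 100% = full blocker control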
# ASAP1 inh: ASAP1 ArfGAP inhibition | Q9ULH1 | ASAP1-stimulated ARF1 GTP hydrolysis, GDP FP detection | inhibition, % at 16.5 µM | 360,000 compounds, 0.19% hits | AID 624377; in the data active = inhibition above about 25%;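 note: 0% = vehicle with enzyme and substrate and 100% = no enzyme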
# Target sequence (Q9ULH1 325-724 limits assumed): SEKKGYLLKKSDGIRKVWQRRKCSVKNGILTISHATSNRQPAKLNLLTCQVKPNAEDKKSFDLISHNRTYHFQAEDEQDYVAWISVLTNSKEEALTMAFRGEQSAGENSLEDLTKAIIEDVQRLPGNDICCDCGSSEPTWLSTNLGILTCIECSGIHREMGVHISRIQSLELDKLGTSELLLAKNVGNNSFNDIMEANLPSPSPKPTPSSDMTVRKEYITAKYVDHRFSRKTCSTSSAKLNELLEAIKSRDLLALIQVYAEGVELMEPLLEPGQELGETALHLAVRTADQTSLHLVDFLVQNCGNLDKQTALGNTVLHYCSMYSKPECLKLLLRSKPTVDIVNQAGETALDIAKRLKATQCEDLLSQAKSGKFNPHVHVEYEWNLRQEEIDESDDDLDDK
# PLCg1 inh: PLC-gamma1 (human) inhibition, primary screen. P19174. purified PLC-gamma1, fluorogenic substrate, fluorescence. inhibition, % at 12.2 µM. 370,000 compounds, 0.84% hits. AID 720700; in the data active = inhibition above about 9.5%
# ADAM17 inh: inhibitors of human ADAM17; P78536; recombinant ADAM17, EDANS/DABCYL FRET peptide cleavage; inhibition, % at 6.95 µM; 370,000 compounds, 0.83% hits;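 active = inhibition above the mean of compounds lying between control limits plus 3 SD, set per campaign, cut at about 8.5% in these data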;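 note: 0% = DMSO-only wells as the low control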
# UHRF1 binding: human UHRF1 methylated DNA binding inhibitors. Q96T88. inhibition, % at 4.4 µM. 370,000 compounds, 0.75% hits. UHRF1 binding to methylated oligo, TR-FRET; in the data active = inhibition above about 21%;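 note: UHRF1 SRA domain binding a hemimethylated CpG hairpin DNA probe; 0% = median of test compound wells and 100% = reference inhibitor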
# ARFGAP1 inhibitor: inhibits rat ARF GTPase activating protein 1 | AID 651572 | inhibition, % at 16.5 µM | Arfgap1-stimulated ARF1 GTP hydrolysis, GDP FP detection | 360,000 compounds, 0.26% hits;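 active = inhibition above a per-plate limit, mean inhibition of low control wells plus 3 SD, cut at about 25% in these data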;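 note: 0% = DMSO wells with enzyme and 100% = wells lacking Arfgap1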
# Target sequence (Q62848 1-136 limits assumed): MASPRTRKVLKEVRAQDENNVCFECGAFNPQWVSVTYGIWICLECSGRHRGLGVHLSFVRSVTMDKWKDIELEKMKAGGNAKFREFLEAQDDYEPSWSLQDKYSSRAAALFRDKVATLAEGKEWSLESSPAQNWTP
#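 Material: rat Arfgap1 catalytic domain, aa 1-136; also added: human ARF1(Δ1-17)-GTP substrate; compound dosing: one concentration, 16.5 µM, DMSO 1.26%; incubation: GTP hydrolysis reaction 2 h at 25 °C; measured by: Tracer-displacement fluorescence polarization with EDTA stop, 620/688 nm; evaluation: % inhibition from polarization; repeats: one replicate per compound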
# MBD2 DNA inh: inhibitors of human MBD2 binding to methylated oligonucleotide; TR-FRET; inhibition, % at 4.4 µM; 370,000 compounds, 0.31% hits; in the data active = inhibition above about 13%
# Numbers without * were called inactive; · = not tested or not shown. Compounds were not picked by outcome. Share with any hit: about 4.1%.
SMILES,proKLK7 act,DDE Tn6 FP inh,DDE Tn7 FP inh,PLCb3 inh,ASAP1 inh,PLCg1 inh,ADAM17 inh,UHRF1 binding,ARFGAP1 inhibitor,MBD2 DNA inh
O=[N+]([O-])c1cc(Cl)ccc1N1CCCC1,0.2,7,1,-1,9,0,-1,0,5,-1
CNC(=O)[C@@H]1C[C@H]1[C@@H](NC(=O)CNC(=O)OCc1ccccc1)c1ccccc1,-0.2,3,1,-2,8,0,-4,0,0,-5
COc1cc(NC(=O)c2cc(C)on2)c(OC)cc1Cl,·,3,3,0,·,-1,-4,-4,·,6
COc1ccc(NC(=O)C(C2CC2)n2c(=O)c(-c3ccccc3)nc3ccccc32)cc1 (configuration not stated),0.1,3,-5,-18,1,-13,-5,-1,-4,0
O=c1oc(-c2ccccc2NS(=O)(=O)c2ccc3ccccc3c2)nc2ccccc12,0.2,-3,-1,-176,7,-160,-4,-3,-8,-2
O=[N+]([O-])c1cccc(S(=O)(=O)c2ccc(NCCO)c([N+](=O)[O-])c2)c1,-0.9,-4,-6,1,2,2,5,-1,-1,-9
CCN(CC)c1nc(-c2ccccc2)nc2c1sc(=S)n2CC,-0.3,3,-1,-6,8,0,-6,-1,-5,-4
O=C(Nc1nnc(Cc2ccccc2)s1)C1CCC1,0.6,-3,-2,3,-11,5,2,5,-11,2
COc1ccc(CCN2CC(C(=O)OCC(=O)NCc3ccccc3Cl)CC2=O)cc1OC (configuration not stated),-0.2,-6,-2,-8,-7,-1,-2,7,1,3
Cc1cc2ccccc2c(=O)n1CC(=O)NCCC1=CCCCC1,-0.1,-1,5,-8,-9,-5,-12,0,8,-5
O=C(COC(=O)c1ccc(Cl)nc1)Nc1ccc(S(=O)(=O)N2CCCC2)cc1,-0.8,3,7,-8,5,-5,-4,2,-5,-3
COc1cc(S(C)=O)ccc1-c1nc2ncccc2[nH]1 (configuration not stated),0.5,0,4,-35,-8,-29,-140,-3,0,-4
COc1ccccc1-c1ccc(NC2CCCCC2)nn1,-0.1,-8,-4,1,12,-4,-4,-1,3,-5
Cc1nc2ccc(NC(=O)CSc3ccccc3)cc2s1,1.3,-8,0,2,8,1,1,-2,-1,-3
CC(C)CC(=O)c1c[nH]c(C(=O)NCCCn2ccnc2)c1,0.0,-4,6,-1,4,-1,-3,-3,14,2
CC(C)N(C(=O)CSc1nnc(CNc2ccc(F)cc2)o1)C(C)C,-0.7,-8,7,3,4,1,-2,4,14,6
Clc1ccc(-c2nc3cc(CN4CCCCC4)ccc3o2)cc1,-3.3,-2,3,-33,-3,-19,-9,0,11,6
CCCC(=O)Nc1nn(CC)c2nc3ccc(C)cc3cc12,2.1,1,-7,-116,12,-86,-6,-2,6,-2
CCOC(=O)C1CCN(C(=O)COc2cccc3ccccc23)CC1,-0.1,-3,-1,-5,8,-1,0,0,4,1
CN(C)C(=O)COc1ncnc2scc(-c3ccc(F)cc3)c12,0.0,1,3,-3,2,1,-6,5,9,-1
CC(C)CCNc1nc2c(c(=O)n(Cc3cccc(F)c3)c(=O)n2C)n1C,0.1,3,-5,1,16,-3,0,1,0,1
O=C1CCCN1C(=O)COc1ccccc1[N+](=O)[O-],0.2,0,-4,-5,-5,5,3,1,14,3
Cn1cc(S(=O)(=O)N2CCOCC2)cc1C(=O)NCc1ccccc1Cl,0.2,-5,-1,5,12,6,1,0,10,-7
O=C(Cc1ccc(Br)cc1)N/N=C/c1ccc(-c2cccc(C(=O)O)c2)o1,1.2,-10,1,-38,-2,-21,-22,2,3,-3
NS(=O)(=O)c1cccc(NC(=O)c2cc3ccccc3o2)c1,-0.2,-4,-6,-4,5,11*,-2,4,15,3
# Additional structures follow:
SMILES,proKLK7 act,DDE Tn6 FP inh,DDE Tn7 FP inh,PLCb3 inh,ASAP1 inh,PLCg1 inh,ADAM17 inh,UHRF1 binding,ARFGAP1 inhibitor,MBD2 DNA inh
Cc1cc(OC(=O)c2c(F)cc(F)cc2F)nc(C)n1,0.4,-1,-1,-1,6,-2,-2,-1,-6,4
CC(=O)C1CCCN(C(=O)c2ccc3nc(Cc4cccc(Cl)c4)oc3c2)C1 (configuration not stated),0.2,1,12,-11,-10,-1,-5,0,-7,0
O=S(=O)(Nc1cccc(-c2cn3ccsc3n2)c1)c1ccc(F)cc1,0.3,2,11,0,6,0,-7,-2,-4,4
Cn1c(CC(=O)NC(C)(C)CO)c(Sc2ccccc2)c2ccccc21,-0.2,-8,0,0,12,0,1,-1,20,4
CC(C)C(OC(=O)c1ccccc1)c1nccc2ccccc12 (configuration not stated),-0.5,1,-2,-6,6,3,0,20,-2,-2
O=C(c1cc([N+](=O)[O-])ccc1N1CCOCC1)N1CCCC1,-0.6,-6,7,0,7,5,3,-2,0,-3
O=C(Nc1ccc(F)c(Cl)c1)c1ccccc1NC(=O)C1CCCCC1C(=O)O (configuration not stated),0.7,-4,-1,-40,2,-32,-10,4,-1,0
CCNC(=S)N1CCN(c2nc(CC)nc3sc4c(c23)CCCC4)CC1,-0.1,0,8,-6,5,2,2,0,-3,1
O=C(CSc1nnc(NC(=O)C2CC2)s1)Nc1ccccc1Cl,-0.2,0,2,-5,6,-2,-1,-2,1,2
O=C1CSc2ccc(C(=O)N3CCCCC3)cc2N1,-0.2,1,-6,2,-1,3,-1,5,-9,2
CCC(=O)NCCNC(=O)c1c(SC)nsc1SC,-0.2,3,4,1,-6,1,-3,2,13,0
O=c1ccc(Cl)n[nH]1,-0.1,-6,2,-7,-20,1,-6,3,6,-1
CCCCCCCCN1C(=O)[C@@H](CC(=O)NCCCN2CCCC2=O)C[C@@]2(C(=O)OC)C1=C[C@H](COCc1ccccc1)O[C@@H]2C,1.0,3,-4,-2,·,2,-1,0,·,1
FC(F)(F)c1cc(Oc2ccc(Cl)cc2)nc(-c2ccccn2)n1,-0.6,-1,5,2,10,-2,-4,-1,-6,2
CCOC(=O)c1ccc(NC(=O)CN2C(=O)NC3(CCCCCC3)C2=O)cc1,0.0,4,-4,-3,5,0,4,-2,0,-2
N#CN(Cc1ccccc1)Cc1ccccc1,-0.2,-1,6,-6,-15,2,-4,6,3,6
CCc1c(C)sc(NC(=S)N2CC(C)OC(C)C2)c1C(=O)OC (configuration not stated),-0.1,-3,3,3,12,4,0,-1,5,-2
OC1c2c(F)cccc2N=C2CCCCCN21 (configuration not stated),12,1,-6,-299,3,-209,-237,0,13,-5
CC(C)(C)N(Cc1ccccc1)C(=O)COC(=O)c1ccc(N2CCCC2=O)cc1,-0.3,1,0,1,4,-1,-2,-2,7,0
CCN(C(=O)COC(=O)c1ccccc1Cc1ccccc1)c1c(N)n(Cc2ccccc2)c(=O)[nH]c1=O,0.4,-2,-5,-8,12,-1,-1,-2,4,-2
CC(CCc1ccccc1)NC(=O)C(Cc1ccccc1)NC(N)=O (configuration not stated),0.0,-6,-4,-3,-9,1,0,3,-10,5
S=C(c1cn(CCOc2cccc3ccccc23)c2ccccc12)N1CCCC1,-1.2,-1,-2,-2,13,-4,7,-1,6,0
COc1ccc2c3n(nc2c1)CCN=C3c1ccc(Cl)cc1,-0.2,6,0,-8,6,-3,-6,-2,12,0
COc1ccc(C(=O)N2CCN(c3ccc(NC(=O)c4cccs4)cc3)CC2)cc1,-0.1,-7,-4,-5,7,1,4,0,8,1
O=C(Cc1cccs1)NCc1cccc(Br)c1,-0.1,0,-6,5,-4,3,1,3,-6,-1

# Some of the entries so far, with bars between the fields.
smiles | proKLK7 act | DDE Tn6 FP inh | DDE Tn7 FP inh | PLCb3 inh | ASAP1 inh | PLCg1 inh | ADAM17 inh | UHRF1 binding | ARFGAP1 inhibitor | MBD2 DNA inh
CCNC(=S)N1CCN(c2nc(CC)nc3sc4c(c23)CCCC4)CC1 | -0.1 | 0 | 8 | -6 | 5 | 2 | 2 | 0 | -3 | 1
O=C(CSc1nnc(NC(=O)C2CC2)s1)Nc1ccccc1Cl | -0.2 | 0 | 2 | -5 | 6 | -2 | -1 | -2 | 1 | 2

# Ordered by the number under ARFGAP1 inhibitor (largest number first): three from the list above.
SMILES,proKLK7 act,DDE Tn6 FP inh,DDE Tn7 FP inh,PLCb3 inh,ASAP1 inh,PLCg1 inh,ADAM17 inh,UHRF1 binding,ARFGAP1 inhibitor,MBD2 DNA inh
CC(C)(C)N(Cc1ccccc1)C(=O)COC(=O)c1ccc(N2CCCC2=O)cc1,-0.3,1,0,1,4,-1,-2,-2,7,0
Cc1cc(OC(=O)c2c(F)cc(F)cc2F)nc(C)n1,0.4,-1,-1,-1,6,-2,-2,-1,-6,4
CC(CCc1ccccc1)NC(=O)C(Cc1ccccc1)NC(N)=O (configuration not stated),0.0,-6,-4,-3,-9,1,0,3,-10,5

# Next structures:
SMILES,proKLK7 act,DDE Tn6 FP inh,DDE Tn7 FP inh,PLCb3 inh,ASAP1 inh,PLCg1 inh,ADAM17 inh,UHRF1 binding,ARFGAP1 inhibitor,MBD2 DNA inh
Cn1nnc2cc(C(=O)NC3CCCCC3)ccc21,-0.2,2,1,-1,1,7,4,-1,-4,1
O=C(Nc1ccc2c(c1)OCCO2)C1CCN(C(=O)c2ccc(Cl)cc2)CC1,0.0,-1,0,-4,1,-3,-1,1,-3,0
COc1cc([N+](=O)[O-])ccc1NC(=O)CN1CCc2cc(OC)c(OC)cc2C1,25*,6,8,-263,4,-194,-52,-8,7,-5
Clc1cccc(Cl)c1OCCCCN1CCCCC1,-0.5,3,-2,-3,-5,12*,-1,-1,4,-4
O=[N+]([O-])c1ccc2c(c1)-c1ccccc1C2=NO,0.1,-5,-1,-1,-4,-2,1,-9,-7,-3
O=C(Nc1nc2cc3c(cc2s1)OCCO3)c1ccco1,1.0,-4,-3,-214,7,-228,-8,2,2,5
COC(=O)[C@H](C)NC(=O)Nc1ccc(OC)cc1OC,0.1,3,-7,3,-12,0,-2,-1,5,0
O=C(CN1C(=O)NC2(CCCC2)C1=O)N1CCN(Cc2ccccc2)CC1,0.1,2,2,-5,3,-2,-3,-3,4,-4
CCCn1nnc(NC(=O)c2ccc3ccccc3c2)n1,0.3,2,7,-8,-9,-2,-8,-3,-9,0
O=C(Cc1cccs1)N=Nc1c(O)[nH]c2ccc(Br)cc12,-0.3,-9,0,-8,2,-1,2,-2,9,-5
COc1ccc(OC)c(/C=C2\SC(=S)N(Cc3cccnc3)C2=O)c1,-0.1,3,0,-71,4,-55,-7,1,4,1
CC(Oc1ccc(Cl)cc1)C(=O)Nc1ccc(S(=O)(=O)Nc2nccs2)cc1 (configuration not stated),-0.6,3,-1,-3,-1,-1,2,0,0,-1
COc1cccc(C(=O)NCCS(=O)(=O)N2CCN(c3ccccc3)CC2)c1OC,0.8,4,0,0,5,2,-6,1,-5,-1
COC(=O)C1CN(Cc2cn(Cc3ccc(C)cc3)nn2)CCS(=O)(=O)N1Cc1ccccc1 (configuration not stated),-0.1,-2,-7,0,·,4,3,11,·,5
COc1ccc2cc(C(c3nnnn3C(C)(C)C)N3CCSCC3)c(=O)[nH]c2c1 (configuration not stated),-1.3,2,-2,-183,1,-119,-19,-7,7,-6
CCOC(=O)C1(CCOc2ccccc2)CCN(Cc2cc(OC)c(O)cc2Cl)CC1,0.2,-2,-3,4,1,8,9,5,0,2
CCc1ccccc1OCC(=O)OCC(=O)c1c(N)n(C)c(=O)n(C)c1=O,-0.3,7,6,4,6,3,0,-1,8,4
